RAD54 inh: RAD54 (human) branch migration inhibition. RAD54 Holliday junction branch migration, FAM/BHQ fluorescence. inhibition, % at 10.4 µM. hit rate 0.14% among 360,000;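 active = mean normalized replicate activity at least 40 and at least half of replicates scoring 40 or more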;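 also: 0% = median of neutral control wells and 100% = median of positive control wells; inhibitors cause a drop in the FAM fluorescence signal; in these data hits start at about 50%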
Target sequence (Q92698 whole entry, looked up): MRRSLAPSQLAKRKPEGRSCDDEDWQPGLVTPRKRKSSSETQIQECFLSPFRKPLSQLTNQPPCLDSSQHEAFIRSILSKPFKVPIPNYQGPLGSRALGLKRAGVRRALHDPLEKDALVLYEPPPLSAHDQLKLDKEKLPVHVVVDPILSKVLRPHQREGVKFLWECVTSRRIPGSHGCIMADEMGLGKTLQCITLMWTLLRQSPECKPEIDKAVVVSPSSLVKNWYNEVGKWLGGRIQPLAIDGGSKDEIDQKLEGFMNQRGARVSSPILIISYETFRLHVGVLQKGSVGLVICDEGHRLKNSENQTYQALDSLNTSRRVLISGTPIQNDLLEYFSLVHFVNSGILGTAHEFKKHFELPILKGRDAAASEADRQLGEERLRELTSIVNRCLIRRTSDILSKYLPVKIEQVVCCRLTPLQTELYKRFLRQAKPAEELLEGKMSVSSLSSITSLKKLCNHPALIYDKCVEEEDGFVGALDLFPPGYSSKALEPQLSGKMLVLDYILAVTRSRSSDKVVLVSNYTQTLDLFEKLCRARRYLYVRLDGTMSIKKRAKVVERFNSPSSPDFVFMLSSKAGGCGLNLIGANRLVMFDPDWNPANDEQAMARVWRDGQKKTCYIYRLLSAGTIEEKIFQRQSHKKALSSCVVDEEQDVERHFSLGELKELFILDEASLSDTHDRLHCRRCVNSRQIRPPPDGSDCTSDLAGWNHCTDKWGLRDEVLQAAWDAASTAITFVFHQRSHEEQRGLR
E-sel inducer: induces E-selectin expression in human endothelial cells. P16581. activation, % at 7.58 µM. AID 686992. HUVEC E-selectin immunofluorescence imaging; normalized: neutral wells 0, TNF-alpha wells 100. hit rate 0.37% among 260,000;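 active = mean E-selectin-positive cell signal at least 10% of the positive control, reached in at least 60% of replicates, without over 20% cell loss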;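 also: in these data hits start at about 27%; measured in HUVEC primary endothelial cells; signal is the percent of cells scored E-selectin positive by PE staining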
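Read-out: % PE-positive cells | Test system: HUVEC | Doses: One compound dose added by pin transfer | Buffer or medium: EGM-2 over gelatin coat | Signal: Immunofluorescence imaging | Benchmarks: TNF-alpha, DMSO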
esBAF inh: SWI/SNF esBAF complex inhibition; mouse ES cells, Bmi1-luciferase knock-in reporter, 24 h; 100% = twice the neutral-well signal; reporter increase, % at 12.5 µM; hit rate 2% among 350,000; in the data active = activation above about 40%;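 also: 0% = median of the plate's neutral control wells and 100% = double that signal; a rise in the Bmi1 reporter signal indicates esBAF inhibition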
An asterisk follows results filed as active.

Below each SMILES: RAD54 inh | esBAF inh | E-sel inducer
Cc1ccccc1-c1nc(CN2CCC(C(=O)NCCC3=CCCCC3)CC2)c(C)o1
    -22 | -15 | 1.1
CCOC(=O)CSc1nnc(CSc2nc3sc4c(c3c(=O)[nH]2)CCCC4)n1-c1ccccc1
    11 | -2 | 0.5
CCc1ccc(NC(=O)c2noc3c2CCc2ccccc2-3)cc1
    6 | 29 | 2.2
O=C(O)c1ccc(CSc2nnc(-c3ccncc3)n2CC2CCCO2)cc1 (centres undefined)
    6 | 11 | -0.2
Cc1cc(C)nc(Nc2n[nH]c(-c3ccc(N)cc3)n2)n1
    0 | 11 | -1.2
COc1cccc(COc2cc3ccccc3nc2C)c1
    0 | 1 | 0.1
COc1ccc(C(=O)Nc2ccc(S(=O)(=O)NCc3ccco3)cc2)cc1OC
    -1 | 0 | 4.1
CCc1nnc(NC(=O)CSc2nnnn2C)s1
    -17 | 1 | -2.8
O=c1cc(CSc2nnc(COc3ccc(Cl)cc3)o2)c2ccccc2[nH]1
    -5 | 5 | -0.4
Cc1ccccc1OC(=O)n1c(=S)oc2cc(Cl)ccc21
    -5 | 6 | 0.4
CC(C)(C)c1cc(NC(=O)CCSc2nnc3ccccn23)cc(C(C)(C)C)c1
    -4 | 1 | -0.7
COc1cccc(-c2cnc(OC(C)(C)C)nc2OC(C)(C)C)c1
    -12 | 4 | -2.3
O=C(Oc1ccccc1N1C(=O)C2CCCCC2C1=O)c1ccccc1 (centres undefined)
    5 | 1 | -2.2
O=C(NCCCN1CCc2ccccc2C1)Nc1ccc(Br)cc1
    4 | 18 | 0.0
COc1cccc(-c2nnc3sc(-c4ccco4)nn23)c1
    -23 | 23 | 0.3
O=C(O)C1C2C=CC(C2)C1C(=O)NCCc1ccccc1 (centres undefined)
    -6 | -5 | -2.2
O=C(O)CCCC(=O)NCc1ccccn1
    4 | -1 | 0.9
COc1ccc2c(c1)CC(C1(O)C(=O)Nc3ccccc31)C2=O (centres undefined)
    3 | 28 | -1.0
Cc1cccn2c(=O)c3cc(C#N)c(=O)n(Cc4cccnc4)c3nc12
    1 | 3 | -1.9
O=S(=O)(NCc1ccccn1)c1ccc(Br)s1
    1 | -3 | -0.8
CC12CN3CC(C)(CN(C1)C3c1ccc(Cl)cc1Cl)C2O (centres undefined)
    14 | -5 | 1.8
COCCOC(=O)c1c(C)oc2ccc(NS(=O)(=O)c3ccc(C(=O)O)cc3)cc12
    -10 | -13 | -2.3
Cc1oc(=O)c(NC(=O)c2ccc(Cl)cc2)cc1C(=O)c1ccccc1
    -3 | -2 | -1.3
COC(=O)C1(CO)NC(c2cccs2)C2C(=O)N(c3ccccc3)C(=O)C21 (centres undefined)
    -11 | 0 | 0.9
COC(=O)c1ccc2c(c1)S(=O)(=O)NC(=NCCCN1CCOCC1)S2
    -4 | -3 | -0.2
CC12CCC(C(=O)NCCCN3CCOCC3)(OC1=O)C2(C)C (centres undefined)
    -11 | -14 | 0.6
Cc1csc(NC(=O)NC2(C(F)(F)F)Oc3ccccc3O2)n1
    4 | -4 | -1.1
COc1cccc(OC(=O)CSc2nnc(-c3ccccc3Br)o2)c1
    -10 | -5 | 3.3
Cc1nonc1NC(=O)N1CCCC1
    3 | -11 | -0.6
c1ccc(C2=Nn3c(nnc3-c3ccccn3)SC2)cc1
    -29 | 0 | -0.9
CCC(C(=O)O/N=C(\N)c1ccc(C)cc1)c1ccccc1 (centres undefined)
    -2 | 13 | 1.1
Cc1nnc(SCC(=O)Nc2ccccc2N2CCOCC2)s1
    -6 | -1 | -1.7
O=C(NCCCN1CCCC1=O)c1cc(NS(=O)(=O)c2ccc(F)cc2)cc(NS(=O)(=O)c2ccc(F)cc2)c1
    2 | -6 | -0.3
N#Cc1nc(-c2ccccc2)oc1NCCN1CCCCC1
    1 | 9 | -0.2
COc1cccc(C(=O)NC2CCN(CC(=O)NCc3ccccc3OC)CC2)c1
    -18 | 0 | 1.5
Fc1cccc(-c2oncc2-c2nnnn2-c2ccc(Cl)cc2)c1
    23 | -4 | -0.9
CCOC(=O)C1CCN(C(=O)c2ccc(Br)o2)CC1
    -1 | -10 | -2.5
CCOC(=O)c1c(-c2ccccc2)nc2ccc(C)cn12
    7 | 47* | 3.4
CCn1c(=O)cc(OCC(=O)N2CCN(C(=O)c3ccco3)CC2)c2ccccc21
    2 | 0 | 2.0
CC1CCCC(C)N1C(=O)CSc1nnc(NC(=O)c2cccs2)s1 (centres undefined)
    4 | 11 | -0.1
COc1ccc(C(=O)/C=C(\C)Nc2ccc3c(c2)OCO3)cc1
    5 | 62* | -2.1
CCOC(=O)C1C(=O)CC(C)(O)C(C(=O)OCC)C1c1cc(Br)ccc1OC (centres undefined)
    4 | -3 | -2.5
O=C(O)CCn1c(=O)sc2ccccc21
    3 | -6 | -0.8
Cc1ccc(NC(=O)CSc2nc3ccccc3c3nc(CCc4c(C)n[nH]c4C)nn23)cc1F
    2 | 8 | 0.1
CC1=NCC(C)c2c1[nH]c1ccccc21 (centres undefined)
    28 | -10 | 0.7
CCn1c(SCC(=O)N2CCN(c3cccc(Cl)c3)CC2)nc2ccccc2c1=O
    18 | -9 | 0.5
COc1ccc(/C(N)=N/OC(=O)Cc2ccccc2OC)cc1
    -1 | 7 | -0.1
COc1ccc(OCc2nnc(SCC(=O)NCc3ccco3)o2)cc1
    -31 | -3 | 0.8
COc1ccc(OCCN2CCN(C3CC(=O)N(CCC(C)C)C3=O)CC2)cc1 (centres undefined)
    -16 | 3 | 2.7
CCOc1ccccc1NC(=O)C12CC3CC(C1)CC(c1ccc(C)cc1)(C3)C2
    1 | -1 | 1.6
Cc1ccc(OCC(=O)N(Cc2ccc(N(C)C)cc2)C2CCS(=O)(=O)C2)cc1 (centres undefined)
    -4 | -5 | -1.6
CC(C)C(=O)Nc1ccc(C(=O)c2ccccc2)cc1
    -4 | 67* | -2.2
CCOC(=O)c1ccc(-n2c(C)nc3c(cnn3-c3ccc(Cl)cc3)c2=O)cc1
    -4 | 2 | 0.0
CCCC(=O)Nc1ccccc1N1CCN(C(=O)C(C)C)CC1
    0 | 0 | -3.4
Cc1c(C)c2ccc(OCc3ccc(C(=O)O)o3)c(C)c2oc1=O
    5 | 8 | 0.7
Cc1ccc(OCc2nnc(SCC(=O)c3ccccc3)n2-c2ccccc2)cc1
    -9 | 13 | -2.4
Cc1ccc(OCc2nnc(SCc3cc(=O)[nH]c4ccccc34)o2)cc1
    -7 | -7 | -1.4
O=C(/C=C/c1cccc([N+](=O)[O-])c1)NCC1CCCO1 (centres undefined)
    -4 | 3 | -0.3
O=C1CCC/C1=C/Nc1ccc2c(c1)OCO2
    -8 | -14 | 0.8
COC(=O)c1sccc1-c1ccc(C(=O)Nc2cccnc2)o1
    6 | 20 | -1.7

One compound at a time (already shown).
Profile of CCOc1ccccc1NC(=O)C12CC3CC(C1)CC(c1ccc(C)cc1)(C3)C2 : RAD54 inh = 1; esBAF inh = -1; E-sel inducer = 1.6
Profile of COc1ccc(OCc2nnc(SCC(=O)NCc3ccco3)o2)cc1 : RAD54 inh = -31; esBAF inh = -3; E-sel inducer = 0.8

Other entries follow:
Below each SMILES: RAD54 inh | esBAF inh | E-sel inducer
Cc1nc(-c2ccccc2)nc2[nH]c(=O)n(-c3ccccc3)c(=O)c12
    1 | 43* | -2.3
Cc1c(NC(=O)C(C)OC(=O)CNC(=O)c2ccc(C(C)(C)C)cc2)c(=O)n(-c2ccccc2)n1C (centres undefined)
    -3 | 11 | -0.4
CCn1c(Cc2ccccc2)nnc1SCC(=O)Nc1nc(C)cs1
    15 | -1 | -1.5
O=C(CSc1nnc(-c2ccccc2Br)o1)Nc1cccc2ccccc12
    -5 | 9 | -0.3
O=C(COc1cc(Cl)c(Cl)cc1Cl)NCCN1CCOCC1
    11 | 0 | 0.2
O=C(Cn1nnc2ccccc21)NC1CCCCC1
    -21 | 8 | -1.8
O=S(=O)(Nc1ccc2c(c1)OCO2)c1cccs1
    2 | -1 | 0.5
O=C(NCCNC(=O)C1CC2CCC1C2)C1CC2CCC1C2 (centres undefined)
    -3 | -8 | -0.6
COc1ccc2nc(SCC(=O)NN)cc(C)c2c1
    -9 | -10 | 1.2
COc1cccc2sc(N(C)c3ccccc3)nc12
    8 | 14 | 0.4
O=C(NC1CCCCCC1)C1CCN(S(=O)(=O)c2ccccc2)CC1
    7 | 1 | -0.7
Cc1nnc(NC(=O)Cn2cnc3c2c(=O)n(C)c(=O)n3C)s1
    -4 | -3 | -1.5
Cc1cccc(N2CCN(C(=O)COc3cc(=O)n(C)c4ccccc34)CC2)c1C
    -8 | -8 | -0.4
COc1ccccc1C1C(C(=O)c2cc3ccccc3o2)=C(O)C(=O)N1CCN1CCOCC1 (centres undefined)
    -6 | 4 | -0.7
N#CCCn1c(=S)[nH]c2ccccc21
    -5 | -4 | 0.9
CC(=O)c1c(C)[nH]c(C(=O)CSc2nc3ccccc3c(=O)n2CCCN2CCOCC2)c1C
    2 | 6 | 1.5
CCN(C(=O)c1c(-c2ccccc2)noc1C)c1ccccc1
    -7 | -3 | -3.3
COC(=O)Cn1c(=O)c2c(nc(Br)n2Cc2ccccc2Cl)n(C)c1=O
    -9 | -1 | -1.5
O=C(NCCCN1CCN(c2cccc(Cl)c2)CC1)c1nc(-c2ccncc2)no1
    -8 | -12 | 1.1
Cc1ccc(-n2c(C)cc(C(=O)COC(=O)c3c(C)noc3C)c2C)cc1
    3 | -4 | -1.9
Cc1cccc(NC(=O)CCC(=O)NCCO)c1
    -4 | 4 | -0.7
O=C(NNS(=O)(=O)c1ccccc1)C1CCN(S(=O)(=O)c2ccc(Cl)cc2)CC1
    12 | 7 | -0.7
O=C1CCC(=O)N1CNc1cccnc1
    -10 | -9 | -1.6
COc1ccc(C(=O)Nc2cc(C(C)=O)c(/C=C/N(C)C)oc2=O)cc1
    2 | 1 | -1.9
COc1ccc(-c2cc(C(F)(F)F)nc(SCCC(=O)N3CCCC3)n2)cc1
    2 | -11 | 0.2
Cc1ccccc1-c1nc(-c2cccnc2)no1
    2 | 9 | 0.5
COc1ccc(OC)c(NC(=O)CN2CCN(C(=O)c3ccco3)CC2)c1
    -3 | 4 | -1.3
Brc1cccc(C2CC(c3ccccc3)n3nnnc3N2)c1 (centres undefined)
    1 | -4 | -0.4
COC(=O)c1cnc(SC)nc1C
    -3 | -3 | -1.4
COC(=O)c1sc(S(=O)(=O)N2CCC(C)CC2)c(C(=O)OC)c1C
    1 | 0 | 0.2
Cc1ccc(Cl)cc1N1CCN(S(=O)(=O)c2ccc3c(c2)oc(=O)n3C)CC1
    6 | -12 | 0.7
Cc1nc2oc3c(NCC4CCCO4)ncnc3c2c2c1COC(C)(C)C2 (centres undefined)
    1 | 2 | -0.9
CCOc1ccc(-c2nnn(CCC(=O)O)n2)cc1OC
    -2 | -7 | 1.7
C=CCc1cccc2cc(C(=O)N(CC)CC)c(=O)oc12
    -23 | 1 | -2.5
COCCCNC(=O)CSc1ccc(Cl)cc1
    -4 | -17 | -0.3
CCC(C)(C)n1nnnc1C(c1cc2cc(C)cc(C)c2[nH]c1=O)N1CCN(Cc2ccc3c(c2)OCO3)CC1 (centres undefined)
    -7 | -1 | -0.2
CCOc1cc(/C=N/O)cc(Br)c1OCC
    -14 | -9 | 1.1
O=C(O)C1CCC(=O)N(C2CC2)C1c1ccccc1 (centres undefined)
    -8 | -7 | -0.1
O=C(N/N=C/c1ccccn1)C1CC1
    4 | -19 | -0.7
COc1ccc(C2CC(C)=NN2C=O)cc1OC (centres undefined)
    -3 | -3 | -0.9
CC1(C)CC(=O)C(C=NCc2ccc3c(c2)OCO3)=C(O)C1
    6 | 1 | 0.4
CC(=O)c1ccc(N2CCN(C(=O)c3ccco3)C(C)C2)c(F)c1 (centres undefined)
    4 | 16 | -1.6
NC(=O)c1c(C(F)(F)F)cc(-c2ccccc2)nc1NCCO
    -5 | 0 | -1.4
Cc1ccccc1/C=C1\CCCc2ccccc2C1=O
    -8 | 82* | 0.4
CCCCc1nc(NCC2CCCO2)c(C#N)c2c1COC(C)(C)C2 (centres undefined)
    4 | -8 | 2.8
Cc1occc1C(=O)N/N=C/c1cnn(C)c1C
    2 | 35 | -3.0
CSc1cccc(NC(=O)CCCOc2ccc(Cl)cc2Cl)c1
    -5 | -4 | -1.6
Cc1ccc(C)c(N2CCN(C(=O)CCCCn3c(=O)[nH]c4ccccc4c3=O)CC2)c1
    -3 | -2 | -1.8
COc1ccc(-c2n[nH]c(C)c2-c2ccc(Cl)cc2)c(O)c1OC
    -3 | -2 | -1.0
CCOC(=O)C1CCN(Cc2cnc(Oc3ccc(C(C)(C)C)cc3)s2)CC1
    -26 | -6 | -2.4
Cc1noc(C)c1C(=O)OCC(=O)c1cc(C)n(Cc2ccccc2Cl)c1C
    -7 | 28 | -1.2
Cc1ccccc1-n1nnnc1-c1ccccc1
    7 | -8 | 6.1
O=C(CCn1c(=O)c2ccccc2n(CC(=O)NC2CCCC2)c1=O)NCc1ccco1
    12 | 9 | -0.9
COc1ccc2[nH]c(=O)c(CN(Cc3cccs3)S(=O)(=O)c3c(C)ccc4nsnc34)cc2c1
    -5 | 17 | -2.0
CN1CCN(c2nc3c(c(=O)[nH]c(=O)n3C)n2CCCSc2ncccn2)CC1
    -1 | -5 | -2.2
CC1(C)N=C(SCC(=O)Nc2ccc(Cl)cc2)C(c2ccc(Cl)cc2)=N1
    -2 | -3 | -2.7
N#C/C(=C(/O)COC(=O)c1ccc2c(c1)OCCO2)c1nc2ccccc2[nH]1
    0 | -3 | 1.6

These rows are one share of the data; rates above refer to the full screens.
